Compound activity (PubChem)
tim23-1 inh: inhibits growth of tim23-1 mutant yeast | 330,000 compounds, 1.3% hits | S. cerevisiae tim23-1 growth, BacTiter-Glo luminescence, 24 h | inhibition, % at 20 µM;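 active = growth inhibition of the mutant yeast at or above 50%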;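 note: temperature-sensitive mutant grown at 25 °C; plate controls were DMSO-treated mutant yeast for no effect and medium wells lacking yeast for full effect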
tim10-1 inh: growth inhibitors of tim10-1 mutant yeast. S. cerevisiae tim10-1 ts strain growth, BacTiter-Glo, 24 h. inhibition, % at 20 µM. 330,000 compounds, 2.2% hits. AID 463190;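 active = inhibition of at least 40%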;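 note: mutant grown at 25 °C; 0% = DMSO wells with yeast and 100% = wells holding no yeast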
NALP3 yeast inh: NALP3 inhibition in yeast; Yeast reconstituted NLRP3/ASC/caspase-1, beta-gal luminescence, 24 h; inhibition, % at 10 µM; 330,000 compounds, 0.39% hits;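 active = inhibition of 50% or more; inactive = inhibition below 50%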;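 note: plate controls were induced DMSO wells for no effect and uninduced yeast grown without galactose for full effect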
NR3A LBD binder: NR3A (human) ligand-binding domain modulation | NR3A LBD differential scanning fluorimetry, Tm shift; 0% = protein alone, 100% = glycine-bound protein | Tm shift relative to glycine control, % at 25 µM | 340,000 compounds, 2.5% hits | AID 1259313;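 active = melting temperature shift of at least 10% of the positive control shift, at one fixed dose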
APJ ag: agonists of human APJ apelin receptor; P35414; CHO-K1 APJ PathHunter beta-arrestin, luminescence; 0% DMSO wells, 100% apelin; activation, % at 20 µM; 330,000 compounds, 0.11% hits; AID 2520;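 active = activation more than six SD over the plate average, tested at 20 µM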;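 note: 0% = DMSO alone and 100% = apelin-13 at 10 nM; some results filed as inactive read as strong as hits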
Target sequence (P35414 whole entry, looked up): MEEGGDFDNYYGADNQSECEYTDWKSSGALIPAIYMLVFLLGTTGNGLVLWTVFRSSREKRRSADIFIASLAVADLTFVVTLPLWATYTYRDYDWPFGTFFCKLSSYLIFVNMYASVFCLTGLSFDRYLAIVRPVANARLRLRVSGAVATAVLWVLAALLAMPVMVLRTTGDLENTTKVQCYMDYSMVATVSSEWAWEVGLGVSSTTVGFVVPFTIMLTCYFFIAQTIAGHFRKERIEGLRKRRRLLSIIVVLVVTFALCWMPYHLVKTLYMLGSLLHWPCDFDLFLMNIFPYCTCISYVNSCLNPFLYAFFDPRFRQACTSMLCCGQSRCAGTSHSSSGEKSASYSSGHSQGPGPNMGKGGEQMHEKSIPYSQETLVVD
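Incubation: overnight seeding, 90 min compound at 25 °C, 1 h detection; test system: PathHunter CHO-K1 APJ (AGTRL-1) beta-arrestin reporter cells; amount: 1000 cells/well; doses: one dose, 20 µM compound, 1% DMSO; measured by: beta-gal luminescence; measure: agonist-driven arrestin binding to APJ; benchmarks: negative DMSO alone, positive Apelin-13 at 10 nM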
beta cell repl: induces beta-cell replication in MIN6 cells. 330,000 compounds, 0.29% hits. proliferation, % at 10 µM. MIN6 cells proliferation, ATPlite luminescence, 48 h; cells starved in 0.2% serum; 100% = growth in 10% serum;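 active = compounds whose signal lies at least 3.5 SD above the mean of all wells on their plate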;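 note: 0% = DMSO-treated cells in low-serum medium and 100% = 10% serum control; some compounds called inactive have numbers as strong as hits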
APJ antag: blocks the human apelin receptor APJ; AID 2521; 330,000 compounds, 0.32% hits; CHO-K1 APJ beta-arrestin complementation, luminescence; inhibition, % at 20 µM; P35414;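 active = inhibition above about 40% at 20 µM, limit read from the data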;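 note: cells challenged with 10 nM apelin-13 agonist together with compound; plate controls were apelin-13 plus DMSO wells for no effect and DMSO wells lacking apelin-13 for full effect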
MPTP inh: permeability transition pore inhibition. isolated mouse mitochondria, Ca2+ swelling absorbance, 30 min. inhibition, % at 10 µM. 360,000 compounds, 1.4% hits;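 active = inhibition of 50% or more, scaled per plate between neutral and stimulator controls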;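 note: 0% = DMSO wells given calcium and 100% = 1 mM EGTA wells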
TIM10 inh: inhibits growth of TIM10 yeast strain; S. cerevisiae TIM10 strain growth, BacTiter-Glo luminescence, 24 h; 330,000 compounds, 1.4% hits; inhibition, % at 10 µM;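 active = inhibition of 40% or more at the single tested concentration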;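 note: wild-type TIM10 isogenic control strain grown at permissive 25 °C; 0% = DMSO yeast wells and 100% = minimal medium wells without yeast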
* marks the source's active call; other numbers are inactive results; / = not tested or not shown.

SMILES	tim23-1 inh	tim10-1 inh	NALP3 yeast inh	NR3A LBD binder	APJ ag	beta cell repl	APJ antag	MPTP inh	TIM10 inh
NC(=O)c1ccc(NC(=O)COC(=O)c2cc(S(=O)(=O)N3CCOCC3)ccc2N2CCCCC2)cc1	13	2	-4	1	-2	-2	10	0.2	-3
O=C(c1ccc(Cl)c(S(=O)(=O)N2CCCC2)c1)N1CCN(c2ccc(F)cc2)CC1	25	5	15	0	-3	-3	-13	0.8	1
COC(=O)c1c2c(nc3ccccc13)CCC2	-9	11	24	1	4	-1	16	-3.1	-8
O=C(CSc1nc2[nH]ncc2c(=O)[nH]1)N1CCCC1	-3	6	5	3	-4	0	-3	1.4	0
CCCNC(=O)NNC(=O)c1ccc(F)cc1	3	11	2	-3	-3	-2	16	-0.3	-2
Clc1ccc(SCc2cc(Cl)nc(-c3ccccc3)n2)cc1	6	13	11	1	-2	-4	2	3.0	0
Nc1nc2ncc(-c3ccsc3)c(N)n2n1	-6	-4	-6	1	1	-3	-4	0.0	14
COc1cccc(/C=N/NC(=O)C(=O)N2CCCCCC2)c1O	26	30	23	0	0	-4	11	0.2	25
CCOC(=O)C1=C(C)NC(C)=C(C(=O)OCC)C1C(=O)OCC(=O)N(CC)C1CCS(=O)(=O)C1 (centres undefined)	6	8	-3	1	0	4	5	-0.5	-4
O=C(CCN1C(=O)C2C3CCC(C3)C2C1=O)Nc1ccccc1C(F)(F)F (centres undefined)	5	5	0	0	-2	0	-7	0.8	-2
COc1cccc(CN2CCNC(=O)C2CC(=O)N2CCCCO2)c1OC (centres undefined)	13	3	7	2	-2	2	5	-0.4	2
O=S(=O)(c1ccc(Oc2ccc(S(=O)(=O)N3CCOCC3)cc2)cc1)N1CCOCC1	6	10	9	-3	3	-2	6	-1.2	13
NC(=O)c1ccsc1NC(=O)CSc1nc2ccccc2c(=O)n1CCCO	1	4	15	0	5	1	-3	0.2	9
Cc1ccc(NS(=O)(=O)c2cccc(C(=O)NCC(c3cccs3)N3CCOCC3)c2)cc1 (centres undefined)	11	-3	14	-1	-5	-4	8	-2.0	8
CC(=O)Nc1ccc(CN2CCCCCCC2)cc1	-1	6	10	1	-5	1	2	-0.3	8
Cn1ncc(C(=O)Nc2ccc(OC(F)(F)F)cc2)c1-n1cccc1	10	22	24	1	5	-2	5	2.5	18
Cc1cc(C(F)(F)F)c(C#N)c(SCC(=O)NC(C)(C)C)n1	12	13	9	-2	-4	4	13	2.9	7
N#Cc1c(SC(C(=O)O)c2ccccc2)nc2c(c1-c1cccs1)CCCC2 (centres undefined)	18	14	10	-1	-2	-4	-10	9.0	28
CC(Nc1cc(=O)n(C)c(=O)[nH]1)c1ccccc1 (centres undefined)	14	8	4	0	0	-1	1	-0.8	0
Cc1ccc(C)c(NS(=O)(=O)c2c(C)ccc3nsnc23)c1	20	4	18	0	-3	1	-12	1.3	-5
c1ccc2c(N3CCCCC3)nc(N3CCCC3)nc2c1	1	4	6	0	-6	-5	1	32	-12
Cc1ccc(Cn2c(NCCc3ccccc3)nc3c2c(=O)n(C)c(=O)n3C)cc1	23	15	17	-26	-4	-3	6	7.4	29
O=C(CC(=O)c1cc(Cl)ccc1O)c1ccccc1	55*	34	17	3	-5	-4	2	22	23
CCN1CC(CN(C)Cc2cn(-c3ccc(C)cc3)nc2-c2cccc(C)c2)CC1=O (centres undefined)	7	20	32	0	-2	-3	19	-0.3	20
CC(C)C1CC(CCNCc2ccc(N(C)C)cc2)(c2ccccc2)CCO1 (centres undefined)	-4	11	14	-1	-1	-4	13	3.3	19
CCC(=O)N(CC(=O)Nc1sc(C)c(C)c1C(N)=O)C1CCCCC1	0	6	-3	1	-1	0	-10	2.5	-7
COC(=O)C1CN(C(=O)COc2ccc(C)cc2)c2ccccc2O1 (centres undefined)	8	11	21	-2	0	-4	-8	-0.6	10
COc1ccccc1C(=O)Nc1nnc(-c2ccco2)s1	21	22	56*	2	-1	-4	0	0.9	9
O=C(NC1CCN(Cc2ccccc2)CC1)C12CC3CC(CC(C3)C1)C2	-8	-23	23	-3	-3	-4	-6	-1.6	-5
COc1ccc(C(=O)c2ccc(OC)c(Br)c2)cc1Br	18	17	8	-6	6	0	8	1.6	2
Cc1ccnc(NC(=O)c2cccc(S(=O)(=O)N3CCCC3)c2)c1	-5	11	3	0	-3	6	-34	-0.7	-4
COc1ccc(CNC(=O)C(C)Sc2ccc(S(=O)(=O)N3CCOCC3)cn2)cc1 (centres undefined)	23	21	1	0	1	-2	9	-1.9	17
O=C(CSc1ncn[nH]1)N/N=C/c1ccc(C(F)(F)F)cc1	13	5	0	0	-4	2	-13	-0.1	0
CCCNc1ccc(C(=O)OCC)cc1[N+](=O)[O-]	-2	8	32	2	-1	0	5	0.3	5
Cc1ccc2[nH]c(C(=O)N3CCC(C(N)=O)CC3)cc2c1	6	3	7	2	-1	-4	7	-0.9	-1
O=C(NNc1ccccc1Br)C(O)(c1cccc(C(F)(F)F)c1)c1cccc(C(F)(F)F)c1	9	27	7	32*	2	0	-8	95*	-6
CC(C)(C)NC(=O)CN(Cc1cccs1)C(=O)c1csnn1	8	5	2	2	-1	0	-7	2.5	-3
O=C(COc1ccccc1)NC1CCSc2ccccc21 (centres undefined)	26	12	-6	/	-4	0	12	-1.4	0
COc1ccc(-n2ncc3c(SCC(=O)NNC(C)=O)ncnc32)cc1	15	17	11	0	-3	-1	-12	-1.0	2
Cc1cc(=O)[nH]c(NCCO)n1	4	-4	-4	1	-2	-1	7	-1.1	-12
O=C(N/N=C/c1sc(=O)n(Cc2ccc(Br)cc2)c1Cl)c1ccco1	-4	2	-4	3	0	-8	-7	-1.2	-7
CSc1sc(C)cc1/C=N/O	5	-4	-7	0	5	0	13	-1.4	-15
CCOc1ccc(-c2nc(C#N)c(NC3CC3)o2)cc1	18	19	12	6	-3	-2	-8	4.9	13
CC(C)(C)N=C1SCC(C)(/C=N/O)S1 (centres undefined)	4	2	7	-1	1	-2	-15	-0.4	3
Nc1nonc1-c1nc2ccccc2n1CC(=O)N/N=C/c1ccc(-c2cccc(C(=O)O)c2)o1	-6	-11	-7	-18	-3	-2	-16	-2.0	9
Cc1cc(-c2nnc(CCC(=O)N(CC3CC3)CC3CCCO3)o2)no1 (centres undefined)	4	9	5	-3	-3	-1	-8	0.2	-6
O=C(Nc1cccc2c1CCCC2)C1CCN(c2nnnn2-c2ccccc2)CC1	16	13	-2	-1	-1	-2	6	1.4	-1
COc1ccc2cc(-c3ccon3)ccc2c1	1	5	34	-4	-2	7	4	0.7	10

Reformatted with bars between the fields: entries from further up
mol | tim23-1 inh | tim10-1 inh | NALP3 yeast inh | NR3A LBD binder | APJ ag | beta cell repl | APJ antag | MPTP inh | TIM10 inh
NC(=O)c1ccc(NC(=O)COC(=O)c2cc(S(=O)(=O)N3CCOCC3)ccc2N2CCCCC2)cc1 | 13 | 2 | -4 | 1 | -2 | -2 | 10 | 0.2 | -3
O=C(c1ccc(Cl)c(S(=O)(=O)N2CCCC2)c1)N1CCN(c2ccc(F)cc2)CC1 | 25 | 5 | 15 | 0 | -3 | -3 | -13 | 0.8 | 1
COC(=O)c1c2c(nc3ccccc13)CCC2 | -9 | 11 | 24 | 1 | 4 | -1 | 16 | -3.1 | -8
O=C(CSc1nc2[nH]ncc2c(=O)[nH]1)N1CCCC1 | -3 | 6 | 5 | 3 | -4 | 0 | -3 | 1.4 | 0
CCCNC(=O)NNC(=O)c1ccc(F)cc1 | 3 | 11 | 2 | -3 | -3 | -2 | 16 | -0.3 | -2
Clc1ccc(SCc2cc(Cl)nc(-c3ccccc3)n2)cc1 | 6 | 13 | 11 | 1 | -2 | -4 | 2 | 3.0 | 0
Nc1nc2ncc(-c3ccsc3)c(N)n2n1 | -6 | -4 | -6 | 1 | 1 | -3 | -4 | 0.0 | 14
COc1cccc(/C=N/NC(=O)C(=O)N2CCCCCC2)c1O | 26 | 30 | 23 | 0 | 0 | -4 | 11 | 0.2 | 25
CCOC(=O)C1=C(C)NC(C)=C(C(=O)OCC)C1C(=O)OCC(=O)N(CC)C1CCS(=O)(=O)C1 (centres undefined) | 6 | 8 | -3 | 1 | 0 | 4 | 5 | -0.5 | -4
O=C(CCN1C(=O)C2C3CCC(C3)C2C1=O)Nc1ccccc1C(F)(F)F (centres undefined) | 5 | 5 | 0 | 0 | -2 | 0 | -7 | 0.8 | -2
COc1cccc(CN2CCNC(=O)C2CC(=O)N2CCCCO2)c1OC (centres undefined) | 13 | 3 | 7 | 2 | -2 | 2 | 5 | -0.4 | 2
O=S(=O)(c1ccc(Oc2ccc(S(=O)(=O)N3CCOCC3)cc2)cc1)N1CCOCC1 | 6 | 10 | 9 | -3 | 3 | -2 | 6 | -1.2 | 13
NC(=O)c1ccsc1NC(=O)CSc1nc2ccccc2c(=O)n1CCCO | 1 | 4 | 15 | 0 | 5 | 1 | -3 | 0.2 | 9

(further entries)
SMILES	tim23-1 inh	tim10-1 inh	NALP3 yeast inh	NR3A LBD binder	APJ ag	beta cell repl	APJ antag	MPTP inh	TIM10 inh
CN(c1c[nH]c(=O)[nH]c1=O)C1CCCCC1	14	13	-9	-3	0	-2	-41	-0.9	5
CC(C)(C)c1ccc(S(=O)(=O)NCc2ccccn2)cc1	8	10	24	-2	-1	-2	14	-1.0	-5
COc1ccc(C)cc1NC(=O)C(Sc1nnc(-c2cccs2)o1)c1ccccc1 (centres undefined)	28	12	15	-1	-2	-1	-4	-1.5	18
Nc1ccc2nc(CCCO)[nH]c2c1	13	-17	7	1	2	-3	-28	1.0	8
CCOC(=O)C(C)n1cnc2c(nnn2-c2cccc(Cl)c2)c1=O (centres undefined)	38	13	7	-1	7	-4	11	-0.4	10
O=C(CNS(=O)(=O)c1cccc(Br)c1)NCC1CCCCC1	0	11	8	6	-1	-2	6	0.8	-21
C=CCNC(=S)N1CCN(CCN=Cc2c(C)[nH]n(-c3ccc([N+](=O)[O-])cc3)c2=O)CC1	31	43*	16	6	-4	-4	-7	-0.1	8
Cc1cccc(N(C(=O)c2ccc(CN3CCOCC3)o2)C(C(=O)NC2CCCCC2)c2ccc(F)cc2)c1 (centres undefined)	-16	-3	4	-3	-3	-4	1	-9.2	-3
COc1cccc(CNC(=O)C2CCN(S(=O)(=O)c3ccc(C)cc3)CC2)c1	14	17	-2	0	1	0	20	-2.7	1
COc1ccc(/C=N/NC(=O)c2cccnc2)cc1CN1CCc2cc(OC)c(OC)cc2C1C (centres undefined)	1	5	17	0	3	-1	0	-2.0	11
O=C(Oc1cccc2cccnc12)c1cccc(N2C(=O)C3C4CCC(C4)C3C2=O)c1 (centres undefined)	18	4	6	-4	0	0	-20	/	16
CC1(C)COC2(OC1)C(=O)Nc1ccccc12	5	7	21	1	-2	-3	-12	-3.6	14
COc1ccc(N(CC(=O)N2CCN(C)CC2)S(=O)(=O)c2ccccc2)cc1OC	0	12	-5	0	1	1	-9	0.1	0
Cc1ccccc1NC(=O)C1c2cccc[n+]2CC(=O)N1c1c(C)cccc1C (centres undefined)	28	22	5	0	5	-1	-6	0.6	6
